Assay outcomes from PubChem.
POLB inh – qHTS Assay for Inhibitors of DNA Polymerase Beta; P06746; Pol beta primer extension/strand displacement, fluorescence kinetic; Potency, µM (highest dose often 114 µM), for inactives: at the highest dose activity change, negative = inhibition, hits mostly inhibitors; 1.3% of 340,000 active; AID 485314, 2010; further: potency means the concentration at half of the fitted maximal effect; on the % scale 0 is the no-effect control and ±100 the full control effect
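10 nM enzyme + cpd, 15 min RT; start with substrate 50 nM final; read 0 min and after 10 min RT. Corrected, normalized data; 4-parameter Hill curve fit.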
APE1 inh – qHTS Assay for Inhibitors of the Human Apurinic/apyrimidinic Endonuclease 1 (APE1) | recombinant APE1, TAMRA/BHQ-2 abasic DNA cleavage fluorescence | 0.35% of 350,000 active | AID 2517, 2012 | DNA repair nuclease/redox regulator APEX1 (Homo sapiens), P27695 | Potency, µM (series often up to 65.8 µM), inactives show top-dose activity change, negative = inhibition, most hits filed as inhibitors;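 further: potency means the concentration at half of the fitted maximal effect; plate controls were vehicle for no effect and reference inhibitor for full effect; nearly all actives have a fitted effect of over 55% in size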
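APE1 at 0.75 nM final was preincubated with compound 15 min at room temperature, then 50 nM double-stranded THF abasic-site substrate (5'-TAMRA/3'-BHQ-2) was added. Fluorescence (ex 525/em 598 nm) was read kinetically; third-minus-first read gave activity.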
Anesthetic bind – qHTS Assay for Identification of Novel General Anesthetics | apoferritin/1-aminoanthracene competitive binding, fluorescence | Ferritin light chain (Equus caballus), P02791 | AID 485281, 2010 | 0.074% of 350,000 active | Potency, µM (top dose mostly 77.5 µM), for the others: at the top dose activity change, negative = displacement, hits mostly inhibitors; further: potency means the concentration at half of the fitted maximal effect; on the % scale 0 is the no-effect control and ±100 the full control effect; nearly all actives have a fitted effect of over 20% in size
Target sequence (P02791 2-175 limits assumed): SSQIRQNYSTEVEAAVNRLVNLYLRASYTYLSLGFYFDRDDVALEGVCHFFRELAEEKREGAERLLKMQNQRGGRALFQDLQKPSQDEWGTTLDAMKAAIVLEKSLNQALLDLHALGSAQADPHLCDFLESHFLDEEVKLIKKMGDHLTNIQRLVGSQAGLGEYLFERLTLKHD
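Steps: apoferritin (10 uM) was premixed with half-saturated 1-AMA in PBS, compounds were pin-transferred, plates stood 10 min at room temperature, fluorescence was read at 380/535 nm, and curves were fitted with a Hill equation.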
LDHA inh – qHTS assay for inhibitors of human lactate dehydrogenase. 0.15% of 480,000 active. activity change, % (values are at about 110 or 230 µM). AID 1347041, 2019. purified LDHA, NADH/diaphorase-resazurin fluorescence; active compounds read low. L-lactate dehydrogenase A chain (Homo sapiens), P00338; in the data active means activity change below about -30%; inconclusive means mostly about -25% to -30%;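 further: plate controls were DMSO wells for no effect and wells without enzyme for full effect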
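Human LDH5 at 2 nM final in Tris HCl pH 7.4 with 0.06 mM NADH and 0.2 mM pyruvate, reacted 5 minutes at room temperature. Remaining NADH coupled via diaphorase/resazurin; resorufin fluorescence read at 0 and 20 minutes, normalized to enzyme-free and DMSO wells.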
POLI inh – qHTS for Inhibitors of Polymerase Iota | Potency, µM (titrated, usually from 115 µM), without a hit: at the top dose activity, negative = inhibition, usual class: inhibitors | 1% of 390,000 active | Pol iota fluorescent replication assay, 10 min | DNA polymerase iota (Homo sapiens), Q9UNA4; further: potency means the concentration at half of the fitted maximal effect
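Pol iota at 10 nM preincubated 15 min with compounds at room temperature; reaction started with fluorescent substrate, 50 nM final. Fluorescence read kinetically at 0 and 10 min; buffer-only wells as negative control.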
BLM inh – qHTS Assay for Inhibitors of Bloom's syndrome helicase (BLM). recombinant BLM DNA unwinding, fluorescence dequenching. Potency, µM (top dose mostly 56.1 µM), without a hit: top-dose activity change, negative = inhibition, usual class: inhibitors. 0.2% of 350,000 active;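 further: potency means the concentration at half of the fitted maximal effect; plate controls were vehicle for no effect and no enzyme for full effect; nearly all actives have a fitted effect of over 35% in size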
Pol eta inh – qHTS for Inhibitors of Polymerase Eta. DNA polymerase eta (Homo sapiens), Q9Y253. recombinant Pol eta, fluorescent DNA replication assay. Potency, µM (top dose mostly 114 µM), inactives show top-dose activity change, negative = inhibition, actives largely listed as inhibitors. 1.2% of 390,000 active. AID 588591, 2011; further: potency means the concentration at half of the fitted maximal effect; on the % scale 0 is the no-effect control and ±100 the full control effect
Target sequence (Q9Y253 whole entry, looked up): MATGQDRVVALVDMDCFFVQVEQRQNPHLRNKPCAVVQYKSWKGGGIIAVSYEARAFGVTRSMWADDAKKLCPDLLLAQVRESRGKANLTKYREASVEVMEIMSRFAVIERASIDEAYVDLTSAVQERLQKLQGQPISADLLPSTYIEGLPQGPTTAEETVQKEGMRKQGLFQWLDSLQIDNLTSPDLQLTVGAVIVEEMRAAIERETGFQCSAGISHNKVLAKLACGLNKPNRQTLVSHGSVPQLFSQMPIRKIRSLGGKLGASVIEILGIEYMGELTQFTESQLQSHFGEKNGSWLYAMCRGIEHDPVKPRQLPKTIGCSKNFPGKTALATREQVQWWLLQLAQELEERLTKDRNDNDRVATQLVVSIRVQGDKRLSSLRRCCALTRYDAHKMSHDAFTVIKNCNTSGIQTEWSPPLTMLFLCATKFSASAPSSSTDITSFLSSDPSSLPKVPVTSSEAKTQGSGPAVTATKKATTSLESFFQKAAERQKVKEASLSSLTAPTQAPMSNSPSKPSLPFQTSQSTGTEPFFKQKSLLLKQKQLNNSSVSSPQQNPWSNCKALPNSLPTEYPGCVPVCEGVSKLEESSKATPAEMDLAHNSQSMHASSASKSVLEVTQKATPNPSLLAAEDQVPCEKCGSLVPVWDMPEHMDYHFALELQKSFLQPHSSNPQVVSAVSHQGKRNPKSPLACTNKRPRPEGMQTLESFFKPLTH
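Pol eta at 10 nM preincubated with compounds 15 min at room temperature; reaction started with fluorescent substrate (50 nM final) and read kinetically at 0 and 10 min.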
Pol kappa inh – qHTS for Inhibitors of Polymerase Kappa. DNA polymerase kappa (Homo sapiens), Q9UBT6. 0.53% of 400,000 active. Potency, µM (series often up to 107 µM), for inactives: top-dose activity, negative = inhibition, usual class: inhibitors. purified Pol kappa, fluorescent DNA synthesis assay, 10 min. AID 588579, 2011; further: potency means the concentration at half of the fitted maximal effect; on the % scale 0 is the no-effect control and ±100 the full control effect
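50 nM final substrate added after 15 min RT preincubation of 10 nM Pol kappa with compound; fluorescence read at 0 and 10 min.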
GRP78 ERSR act – qHTS for Inducers of the Endoplasmic Reticulum Stress Response (ERSR) in Human Glioma: qHTS; Potency, µM, inactives show top-dose activation, hits mostly activators; AID 602332, 2012; 0.02% of 420,000 active; U87-MG GRP78 promoter luciferase reporter, 16 h; further: potency means the concentration at half of the fitted maximal effect; series mostly up to about 76 µM; % of control where 0% means no effect; nearly all actives have a fitted effect of over 35% in size
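Stably transfected U87-MG glioma cells carrying a GRP78-based luciferase sensor; 16 h compound incubation. Luminescence end-point read 10 min after Bright-Glo addition at room temperature.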
Starred values were filed as active, the others as inactive; ? = inconclusive; nt = not tested or not shown; & = joins results of further samples; [ ] = dose if it differs, or a comment. Unless noted, the call rests on the fitted dose curve; in most records, active means well fitted curve in the direction sought with a large enough effect; inconclusive means small, poorly fitted or top-dose-only effect, or another doubt; inactive means no such curve, though single readings can be large; an effect the other way counts as inactive or inconclusive.

structure,Anesthetic bind,GRP78 ERSR act,LDHA inh,Pol kappa inh,BLM inh,POLB inh,Pol eta inh,POLI inh,APE1 inh
CC(=O)c1ccc(NC(=O)CCNS(=O)(=O)c2cc(Br)cnc2N)cc1,-5%,-3%,-3,-2%,2%,32%,0%,-6%,-16%
O=C(Nc1ccnc(-c2ccncc2)n1)c1ccccc1Cl,-4%,-2%,-2,-4%,-1%,-21%,-6%,-17%,-1%
COc1ccc(NS(=O)(=O)c2ccc3oc(SC)nc3c2)cc1,-18%,-5%,-3,-6%,-1%,-1%,-23%,-11%,3%
CCOC(=O)C1CCN(C(=O)CCS(=O)(=O)c2ccc3c(c2)CCN3C(C)=O)CC1,0%,-6%,-6,-12%,1%,2%,14%,12%,-3%
COC(=O)C1=C(C)NC2=C(C(=O)C(C(=O)OC)C(c3ccc(OC)cc3)C2)C1c1ccccn1 (stereo unspecified),135%[activator],-1%,-1,-8%,-1%,-16%,2%,-6%,0%
CCn1cc(CNC(=O)CCc2ccc(OC)cc2)cn1,-9%,-2%,2,-6%,-1%,50%,13%,6%,16%
CC1(C)CC(N(Cc2ccco2)C(=O)Cc2ccccc2)CCO1 (stereo unspecified),-15%,-2%,-5,2%,1%,21%,-17%,19%,-4%
Cc1ccc(C)c(NS(=O)(=O)c2ccc3oc(=O)c4ncn(C)c4c3c2)c1,-10%,?,1,-5%,-1%,?,-6%,-16%,nt
Cc1ccc(NC(=O)c2snc3c(=O)[nH]cnc23)cc1C,-9%,nt,nt,nt,-1%,6%,nt,nt,0%
N#C/C(=C\Nc1ccc(F)c(Cl)c1)C(=O)C1CC1,-6%,-5%,-9,4%,-2%,22%,0%,-20%,14%
NC(=O)c1c(NC(=O)Cc2cccs2)sc2c1CCC2,5%,0%,3,-10%,-2%,-4%,?,?,-4%
CCOC(=O)Cn1c(=O)oc2cc(S(=O)(=O)Nc3cc(OC)cc(OC)c3)ccc21,-13%,?,1,-6%,2%,9%,-26%,?,nt
Cn1c(CSCc2ccccc2Cl)nnc1SCC(=O)Nc1nccs1,-13%,0%,-9,-15%,1%,?,5%,2%,-1%
COc1ccc(CNCC(O)(c2ccc(Cl)cc2)c2ccc(Cl)cc2)cc1OC,95%[activator],-12%,6,-20%,-14%,-3%,-6%,5%,-2%
O=S(=O)(c1ccc(Br)cc1)c1nnn2c1nc(NCCc1ccccc1)c1sccc12,-2%,2%,4,-7%,-3%,-13%,-14%,30%,nt

Going on with the list:
structure,Anesthetic bind,GRP78 ERSR act,LDHA inh,Pol kappa inh,BLM inh,POLB inh,Pol eta inh,POLI inh,APE1 inh
CN(c1ccccc1)S(=O)(=O)c1cccc(NC(=O)C2CCCO2)c1 (stereo unspecified),nt,-3%,0,-17%,nt,nt,-2%,67%[activator],45%[activator]
COc1ccc(NC(=O)CCn2nc(C)cc2C)cc1,6%,-1%,1,-7%,0%,1%,-22%,10%,-6%
CC(Oc1cc2oc(=O)c3c(c2cc1Cl)CCC3)C(=O)NCCN1CCOCC1 (stereo unspecified),1%,-2%,?,-2%,3%,48%,-13%,-17%,12%
Cc1ccc(Cl)cc1NS(=O)(=O)c1c(C)[nH]c(=O)[nH]c1=O,-1%,-5%,-1,-6%,-2%,3%,-2%,6%,-1%
CCOC(=O)C1(CCOC)CCN(C(=O)Cc2ccc3ccccc3c2)CC1,-2%,-2%,0,0%,-2%,11%,-17%,33%[activator],17%
COc1ccc(NC(=O)COC(=O)CNS(=O)(=O)c2ccc(C)cc2)c(OC)c1,-8%,-4%,-9,-7%,2%,11%,-1%,134%[activator],2%
Cc1ccc(CNC(=O)c2ccc(N(C)C)cc2)cc1,-3%,1%,2,14%,-2%,9%,-3%,28%,-8%
COc1ccc(Oc2coc3cc(OCC(=O)N4CCCCC4)ccc3c2=O)cc1,-15%,nt,nt,nt,-12%,?,nt,nt,14%
Cc1cnc(C(=O)OCc2nc3ccsc3c(=O)[nH]2)cn1,nt,-1%,-1,79µM*,nt,nt,10µM*,16µM*,-36%
COc1ccc(-c2nn(CCC(=O)O)cc2/C=C/C(=O)O)cc1[N+](=O)[O-],-3%,-2%,-12,-13%,3%,-7%,-20%,14%,-15%
CCCCc1c(C)c2ccc(OC)c(/C(C)=N\O)c2oc1=O,?,3%,-5,-5%,-1%,19%,-12%,15%,-2%
Cc1ccc(C)c2[nH]c(=O)c(CCNC(=O)C(C)C)cc12,11%,nt,nt,nt,-1%,-1%,nt,nt,-6%
COc1cccc(Nc2nc(N)nc(-c3oc4ccccc4c3C)n2)c1,-15%,1%,2,-14%,-16%,4%,-25%,14%,-5%
CC(C)(C)c1ccc(NC(=O)COC(=O)c2ccc([N+](=O)[O-])s2)cc1,?,-3%,6,-13%,-22%,-2%,-17%,-6%,-4%
CCc1nnc(NS(=O)(=O)c2ccc(NC(=O)COc3ccc4ccccc4c3)cc2)s1,-9%,-1%,-4,-10%,-2%,-30%,-14%,26%,5%

Further entries follow:
structure,Anesthetic bind,GRP78 ERSR act,LDHA inh,Pol kappa inh,BLM inh,POLB inh,Pol eta inh,POLI inh,APE1 inh
O=C1CC(c2cccc(Cl)c2)CC(O)=C1C=NC1CCCC1 (stereo unspecified),-7%,-2%,0,-2%,-3%,6%,-13%,24%,?
COc1ccc2[nH]c(=O)c(CN(C(=O)c3ccncc3)C(C)C)cc2c1,-5%,0%,4,-8%,0%,-4%,1%,-1%,-5%
Cc1[nH]c2ccccc2c1N=Nc1ccccc1F,?,9%,0,-6%,-12%,-1%,-23%,73%[activator],-7%
Cc1sc2ncn(-c3ccccc3)c(=O)c2c1C,?,4%,-10,-1%,-2%,18%,-3%,67%[activator],-5%
COc1ccccc1CN1CC(C(=O)NCCc2cn[nH]c2)CCC1=O (stereo unspecified),2%,-4%,-2,-8%,-1%,31%,-16%,4%,57%[activator]
Cc1ccc(S(=O)(=O)NNC(=O)c2cccs2)c(C)c1,-6%,-3%,-1,0%,2%,20%,-18%,1%,-3%
CCCOc1cccc(C(=O)Nc2cccc(-c3nc4ncccc4o3)c2C)c1,3%,-3%,-2&-6,-10%[60.1 µM],1%,-7%,-5%,27%,nt
O=C(Nc1ccc(Cl)cc1)P(=O)(O)c1ccccc1,nt,-5%,-2,-31%,nt,nt,-57%,?,nt
CCOC(=O)N1CCN(C(=O)COc2cc(=O)n(C)c3ccccc23)CC1,-5%,-2%,-9,0%,1%,1%,-3%,6%,6%
CN(C)S(=O)(=O)c1ccc(Cl)c(C(=O)NCCNC(=O)c2cc(S(=O)(=O)N(C)C)ccc2Cl)c1,6%,-5%,0,6%,-3%,-15%,-12%,7%,31%
CCOC(=O)c1cnc(-c2ccccc2)nc1Oc1ccc(C)cc1,-13%,-6%,-2,0%,3%,3%,?,13%,-8%
CC(=O)Nc1ccc(C(=O)NNC(=O)C2CC2)cc1,-1%,-4%,-2,0%,1%,65%,-3%,29%,-5%
COC(C(=O)Nc1ccnn1C1CCN(Cc2ccc(Cl)s2)CC1)c1ccccc1 (stereo unspecified),-10%,-1%,-2,-3%,-1%,-3%,-10%,-11%,14%
COc1cc([N+](=O)[O-])ccc1NC(=O)CN1CCOCC1,-5%,0%,-11,-2%,7%,15%,-3%,-13%,-2%
CC(C)(C)C(=O)NC(=S)NNC(=O)c1ccncc1,-7%,-7%,-7,-1%,-8%,1%,0%,12%,-3%

The list continues.
structure,Anesthetic bind,GRP78 ERSR act,LDHA inh,Pol kappa inh,BLM inh,POLB inh,Pol eta inh,POLI inh,APE1 inh
CCOc1ccc(CN(C(=O)c2ccco2)C2CCS(=O)(=O)C2)cc1 (stereo unspecified),-12%,-3%,-5,-12%,0%,3%,-3%,5%,-3%
Cc1ccc(OCC(O)CN2CCN(c3ccccc3)CC2)cc1 (stereo unspecified),-16%,-3%,5,-13%,-6%,-8%,-2%,20%,2%
O/N=C/c1cccnc1Sc1ccccc1,-8%,0%,-8,-5%,1%,1%,-2%,6%,-1%
CCNC(=S)N1N=C2c3ccccc3CCC2C1c1ccc(F)cc1 (stereo unspecified),-9%,1%,-3,-1%,-8%,10%,-21%,125%[activator],0%
CC(OC(=O)c1cc(Cl)ccc1[N+](=O)[O-])C(=O)NC(C)c1ccc(F)cc1 (stereo unspecified),-16%,-1%,-5,-13%,0%,5%,-22%,9%,2%
O=S(=O)(Nc1ccccc1)c1cccc2nsnc12,-14%,0%,1,?,-12%,5%,?,56µM*,7.5µM*
CC(=O)Nc1nonc1-c1nc2ccccc2n1N(C(C)=O)C(C)=O,-5%,-3%,-21,-17%,-13%,35µM*,?,?,9%
Cc1ccc(S(=O)(=O)c2nc(-c3ccccc3)oc2N2CCN(c3ccccc3)CC2)cc1,-12%,-2%,-5,18%,-1%,18%,1%,?,nt
COC(=O)C(C)Oc1ccc(-c2nccc(-c3cccs3)n2)cc1 (stereo unspecified),-1%,-4%,-8,-4%,-12%,-25%,-11%,11%,-2%
CCOc1ccc2nc(NC(=O)c3cc(=O)c4cc(C)cc(C)c4o3)sc2c1,-7%,-1%,-5,12%,0%,22%,-6%,-12%,nt
Cc1cc(C)cc(-n2c(SCC(=O)Nc3ccccc3)nc3c(oc4ccccc43)c2=O)c1,-5%,2%,0,4%,-5%,12%,-15%,11%,nt
Cc1ccc(NC(=O)CN(C)C(=O)Cn2c(=O)oc3ccccc32)cc1,nt,2%,1,-8%,nt,nt,6%,16%,39%

The list is partial (hit frequency here may not be typical).
